TCR activator: activates T cell receptor signaling; AID 504894; 330,000 tested, under 10 active; Potency, µM (series often up to 9.22 µM), inactives show top-dose activation of IL-2 secretion, hits mostly activators; primary human leukocytes, anti-CD3, IL-2 HTRF, 48 h; note: % of control where 0% means no effect
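48 hr co-incubation of compounds, a-CD3 beads and primary human leukocytes; IL-2 quantified homogeneously by HTRF with anti-IL-2 K and d2 conjugates.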
FBPA coupling cs: coupling enzyme interference in Giardia aldolase counter-screen | AID 2472 | coupling enzyme system counterscreen, AmpLite Red fluorescence | activity change, negative = inhibition, % at 58.2 µM, hits read low | 290,000 compounds, 0.67% hits; in the data active = activity change below about -30%; note: % is set by controls: 0 for no effect and ±100 for the full control effect
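First, compound is pin-transferred into glyceraldehyde-3-phosphate coupling-enzyme reagent at 57.5 uM final and held 10 min at RT. Next, substrate, coupling system and AmpLite Red are added. After 20 min RT, fluorescence (525/598 nm) is read.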
BCR signal inh: chronic active BCR signaling inhibition; ABC-DLBCL IkBa-CBG/CBR reporter, luminescence ratio, 4 h; Potency, µM (series often up to 46.1 µM), for inactives: at the highest dose ratio change, negative = lower green/red ratio, usual class: inhibitors; 340,000 compounds, 0.05% hits; AID 493014; active = well fitted inhibition curve with a large enough effect in the signal ratio, with a control signal flat, not every such curve was filed as active; inconclusive = small, poorly fitted or top-dose-only effect, or effect the other way, or a change in a side signal; the % refers to the signal ratio;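 note: potency is the fitted concentration of half-maximal effect; plate controls were basal doxycycline-induced cells for no effect and cells given 10 µM MG132 for full effect; MG132 reads +100%, hits lower the ratio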
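Concentration-response series (up to 46 uM) were applied to TMD8 dual-reporter cells for 4 h at 37C with doxycycline. Green/red ratio, after filter-overlap correction, defined %Activity; red signal alone was normalised to basal cells and zero luminescence.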
Tb PFK inh: T. brucei PFK enzyme inhibition; Potency, µM (series often up to 57.5 µM), without a hit: at the highest dose activity, negative = inhibition, hits mostly inhibitors; O15648; T. brucei PFK, ADP-Glo luminescence; 330,000 compounds, 0.17% hits;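 note: potency is the fitted concentration of half-maximal effect; 0% = uninhibited 1x PFK enzyme wells and -100% = no-enzyme wells; nearly all actives have a fitted effect of over 60% in size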
Target sequence (O15648 whole entry, looked up): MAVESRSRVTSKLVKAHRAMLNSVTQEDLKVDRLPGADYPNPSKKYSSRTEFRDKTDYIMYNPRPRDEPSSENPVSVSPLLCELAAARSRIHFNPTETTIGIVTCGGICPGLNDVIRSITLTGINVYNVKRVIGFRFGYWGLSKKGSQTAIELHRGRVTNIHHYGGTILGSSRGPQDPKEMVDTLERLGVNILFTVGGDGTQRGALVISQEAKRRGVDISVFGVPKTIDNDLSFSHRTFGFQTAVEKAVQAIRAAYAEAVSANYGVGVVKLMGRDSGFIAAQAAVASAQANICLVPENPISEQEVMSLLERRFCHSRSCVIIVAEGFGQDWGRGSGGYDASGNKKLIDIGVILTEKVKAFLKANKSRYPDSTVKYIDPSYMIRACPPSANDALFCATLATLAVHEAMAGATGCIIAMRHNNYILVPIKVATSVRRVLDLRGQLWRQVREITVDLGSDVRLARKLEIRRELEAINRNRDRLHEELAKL
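In TEA buffer at pH 8.0 with 5 mM MgCl2, enzyme (1.25 nM) converted F6P (0.5 mM) and ATP (0.1 mM) for 45 min at room temperature. ADP product was read by luciferase luminescence.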
CXXC DNA block: inhibitors of human MLL CXXC domain-DNA interaction. Q03164. MLL-CXXC / FITC-HOXA9 DNA fluorescence polarization. Potency, µM (doses to about 115 µM), without a hit: at the top dose activity change, negative = inhibition, actives largely listed as inhibitors. 290,000 compounds, 0.037% hits. AID 2662; active = well fitted inhibition curve with a large enough effect in the polarisation, with a control signal flat, not every such curve was filed as active; inconclusive = small, poorly fitted or top-dose-only effect, or effect the other way, or a change in a side signal; inactive = no such curve, though single readings can be large or run the other way; the % refers to the polarisation; note: potency is the fitted concentration of half-maximal effect
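Purified MLL-CXXC (added from a 7 uM solution) was preincubated 5 min at ambient with pinned compounds in 50 mM Tris-HCl pH 7.5, 50 mM NaCl, 1 mM DTT, 0.05% BSA. Fluorescein-labeled HOX-A9 DNA (50 nM solution) followed, 30 min, then polarization read.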
KCNH2 WT inh: KCNH2 (human, wildtype) channel inhibition | activity change, % at 1.84 µM | AID 720551 | U2OS, BacMam KCNH2, thallium flux FluxOr; hits give low values | Q12809 | 340,000 compounds, 0.37% hits;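 active = maximum activity change below -70%; inconclusive = maximum activity change between -70% and -50%; inactive = maximum activity change above -50%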; note: % is set by controls: 0 for no effect and ±100 for the full control effect
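U2OS cells were transduced with wild-type KCNH2 virus (2.03 x 10^8 / mL) for 4 h at room temperature, then cultured overnight at 37 C. Thallium flux was read with FluxOr dye. Rate constants were normalized to DMSO controls.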
Giardia killer: kills Giardia lamblia | Giardia lamblia trophozoite viability | activity change, % at 7.66 µM, hits read low | 340,000 compounds, 0.15% hits; in the data active = activity change below about -80%; inconclusive = between about -30% and that limit;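 note: parasites exposed to compound for two days anaerobically before the ATP read; % is set by controls: 0 for no effect and ±100 for the full control effect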
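Giardia lamblia trophozoites (100 cells/well) were incubated with compounds for 48 h at 37 deg C under anaerobic conditions. Viability was read as ATP content by one-step luminescence after 15-30 min at room temperature.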
A-T KAP1 phos: potential ataxia-telangiectasia treatments restoring KAP-1 phosphorylation; […] A-T fibroblasts, KAP-1 phosphorylation AlphaLISA; neocarzinostatin DNA damage 30 min before lysis; 320,000 compounds, 0.19% hits; Potency, µM (top dose mostly 57.5 µM), inactives show top-dose activation, most hits filed as activators; note: potency is the fitted concentration of half-maximal effect; % of control where 0% means no effect; nearly all actives have a fitted effect of over 45% in size
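ATM-like activity read as KAP-1 phosphorylation via AlphaLISA donor/acceptor antibody pairs after lysis and 6 hr at 25C. Cells were ATM-null patient fibroblasts ([…], hTERT), dosed 60 min, then exposed to the DSB inducer NCS for 30 min.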
GALK inh: inhibitors of human galactokinase | P51570 | 270,000 compounds, 0.007% hits | Potency, µM (series often up to 57.5 µM), inactives show at the top dose activity change, negative = inhibition, actives largely listed as inhibitors | Purified GALK, Kinase-Glo residual ATP luminescence; note: potency is the fitted concentration of half-maximal effect; % is set by controls: 0 for no effect and ±100 for the full control effect
Target sequence (P51570 whole entry, looked up): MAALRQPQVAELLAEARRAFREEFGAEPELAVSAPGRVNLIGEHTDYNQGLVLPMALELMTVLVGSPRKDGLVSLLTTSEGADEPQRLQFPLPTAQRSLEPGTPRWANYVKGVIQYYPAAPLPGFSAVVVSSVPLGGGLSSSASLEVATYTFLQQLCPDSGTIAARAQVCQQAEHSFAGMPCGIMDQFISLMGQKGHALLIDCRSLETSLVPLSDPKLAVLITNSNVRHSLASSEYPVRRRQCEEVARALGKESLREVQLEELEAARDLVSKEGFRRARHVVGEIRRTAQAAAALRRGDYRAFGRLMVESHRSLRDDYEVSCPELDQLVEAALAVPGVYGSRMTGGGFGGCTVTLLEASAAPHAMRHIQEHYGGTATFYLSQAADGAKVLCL
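Human GALK (5 nM) with 35 uM ATP and 100 uM galactose in 20 mM HEPES pH 8.0, 5 mM MgCl2, 60 mM NaCl, 1 mM DTT, 0.01% BSA. After 1 h at room temperature, leftover ATP was read by Kinase-Glo Plus luminescence.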
TSHR antagonist: human thyrotropin receptor antagonism; P16473; TSHR-expressing cells, TSH-stimulated cAMP HTRF, 2 h; hits give low values; activity change, negative = inhibition, % at 11.5 µM; 330,000 compounds, 0.2% hits; AID 504810;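 active = activity change below a set negative limit, meaning inhibition stronger than a set level, cut at about -70% in these data; inconclusive = activity change between two set negative limits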; note: % is set by controls: 0 for no effect and ±100 for the full control effect
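TSHR-expressing cells, 200/well, pre-treated with compound, then stimulated with EC80 TSH (4nM final) for 2 hours at 37 deg C. cAMP measured by competitive HTRF: anti-cAMP cryptate antibody in lysis buffer plus cAMP-d2, read after 30 minutes at room temperature.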
Starred values were filed as active, the others as inactive; ? = inconclusive; nt = not tested or not shown; [ ] = remark or other dose. Unless noted, calls come from the whole dose curve; as a rule, active = well fitted curve in the direction sought with a large enough effect; inconclusive = small, poorly fitted or top-dose-only effect, or another doubt; inactive = no such curve, though single readings can be large; an effect the other way counts as inactive or inconclusive.

Field names: A = TCR activator; B = FBPA coupling cs; C = BCR signal inh; D = Tb PFK inh; E = CXXC DNA block; F = KCNH2 WT inh; G = Giardia killer; H = A-T KAP1 phos; I = GALK inh; J = TSHR antagonist
1	CCCCc1ccc(NC(=O)CSc2nnc(C)c(=O)n2N)cc1
  A: -3.3%; B: 0.3; C: -1.5%; D: 0.4%; E: 6.2%; F: 1.0; G: 9.5; H: 0.6%; I: -8.6%; J: 11.3
2	CS(=O)(=O)c1cccc(-c2nnc(NC(=O)c3ccc(S(=O)(=O)N4CCCC4)cc3)o2)c1
  A: -0.9%; B: nt; C: -7.7%; D: -0.3%; E: nt; F: -1.7; G: -5.6; H: 0.9%; I: nt; J: -1.8
3	Cc1cccc(NC(=O)Cc2nnc(NC(=O)Nc3ccccc3F)s2)c1
  A: 2.6%; B: 2.7; C: -1.5%; D: -2.6%; E: -5.0%; F: nt; G: 2.4; H: -2.5%; I: 1.9%; J: -6.9
4	COc1ccc(C(=O)Nc2c(N)nc(SCC(=O)Nc3ccc(NC(C)=O)cc3)[nH]c2=O)cc1OC
  A: 1.2%; B: nt; C: 1.6%; D: 0.6%; E: -5.3%; F: -6.4; G: -5.7; H: -4.3%; I: -9.8%; J: 20.6
5	C=CCCC(=O)Nc1nc(C)c(-c2csc(Nc3ccccc3OC)n2)s1
  A: -10.1%; B: -3.9; C: ?; D: -0.5%; E: 2.0%; F: 5.2; G: 28.1; H: 2.7%; I: -2.0%; J: -26.1
6	O=C(NCc1nc2ccccc2[nH]1)C1=C[C@H](c2ccc3c(c2)OCO3)C[C@H](OCc2ccc(CO)cc2)O1
  A: -1.6%; B: -0.7; C: -1.5%; D: -0.7%; E: -17.7%; F: 21.2; G: 1.1; H: 5.4%; I: 2.6%; J: 22.4
7	O=C1CCC(C(=O)N2CCCC2)CN1Cc1cccc(C(F)(F)F)c1 (stereo not drawn)
  A: 3.5%; B: -3.1; C: 3.3%; D: 0.7%; E: 1.3%; F: 1.4; G: -1.1; H: 4.7%; I: -2.2%; J: -7.4
8	CN1CCN(NC(=O)c2ccc(Cl)s2)CC1
  A: -1.7%; B: 3.8; C: 3.0%; D: 0.2%; E: 33.8%[activator]; F: -3.0; G: -8.8; H: 0.1%; I: 0.7%; J: -3.8
9	CCCCOc1ccccc1N1CCN(CCCN2C(=O)C3CCCN3C2=O)CC1 (stereo not drawn)
  A: 0.4%; B: -0.6; C: -7.5%; D: 2.5%; E: 6.3%; F: 17.3; G: 5.1; H: 10.7%; I: -1.7%; J: -2.5
10	N#Cc1c(N)nc2c3c(sc(=N)c2c1N)NC(=O)CC3c1ccccc1 (stereo not drawn)
  A: 0.9%; B: -14.3; C: ?; D: -4.0%; E: 17.0%; F: 23.4; G: 17.7; H: -3.1%; I: 1.7%; J: 9.0
11	Cc1ccc(NC(=O)CCN2C(=O)c3ccccc3C2=O)cc1C
  A: -15.2%; B: 0.4; C: ?; D: 4.9%; E: 14.8%; F: -17.0; G: 7.9; H: -10.3%; I: 0.7%; J: -7.9
12	O=C(N/N=C/C1=Cc2ccccc2OC1)c1ccncc1
  A: 0.1%; B: 2.2; C: ?; D: 1.0%; E: 1.1%; F: -22.4; G: 16.3; H: 3.6%; I: 13.8%; J: -7.5
13	Cc1nc(-c2ccccc2O)n(S(=O)(=O)N(C)C)n1
  A: 2.2%; B: 0.6; C: 4.3%; D: 0.2%; E: 1.0%; F: 3.4; G: -14.1; H: 3.3%; I: -1.2%; J: 9.9
14	CCSc1nnc(NC(NC(C)=O)(C(F)(F)F)C(F)(F)F)s1
  A: nt; B: 4.2; C: 0.4%; D: -10.3%; E: 2.8%; F: -1.3; G: -3.8; H: -0.6%; I: nt; J: 0.5
15	CC(C)(C)c1ccc(C(=O)NCCC(=O)NNC(=O)COc2ccc(F)cc2)cc1
  A: 3.0%; B: nt; C: -0.1%; D: 5.4%; E: nt; F: 1.0; G: -16.9; H: 4.0%; I: nt; J: -1.5
16	O=C(CCC(=O)Nc1ccccc1)NNC(=O)C(c1ccccc1)c1ccccc1
  A: 2.2%[46.1 µM]; B: 2.8; C: -1.1%; D: 0.4%; E: -4.1%; F: 0.6; G: -1.2; H: 5.7%; I: -0.1%; J: 7.8
17	Cc1ccc(-c2nc(C=Nc3ccccc3)c(O)o2)cc1
  A: 7.2%; B: 3.3; C: ?; D: -0.9%; E: 16.2%; F: 6.2; G: -2.6; H: -3.3%; I: 10.1%; J: -19.3
18	CCOC(=O)c1cnc(SCC(=O)N2CCN(c3ccccc3)CC2)nc1N
  A: 0.8%; B: 0.0; C: 9.0%; D: 1.9%; E: -4.5%; F: 2.8; G: -3.0; H: -9.7%; I: -0.4%; J: 0.1
19	CC1CC(=O)Nc2ccccc2N1S(=O)(=O)c1ccccc1 (stereo not drawn)
  A: nt; B: -3.6; C: -0.3%; D: -24.9%; E: -6.9%; F: 6.9; G: -5.8; H: 0.5%; I: -0.3%; J: 24.9
20	COc1ccc2cc(-c3[nH]ncc3CNCCn3nc(C)cc3C)ccc2c1
  A: -1.3%; B: 3.3; C: -0.1%; D: 0.3%; E: -2.0%; F: -4.9; G: 8.4; H: 1.3%; I: 8.2%; J: -7.2
21	CC(Oc1ccc2ccccc2c1)C(=O)N/N=C/c1cccnc1 (stereo not drawn)
  A: 0.2%; B: -1.9; C: -4.2%; D: 1.6%; E: 10.5%; F: -1.7; G: -0.4; H: -7.8%; I: 3.4%; J: 3.3
22	COc1ccc(Cl)cc1NC(=O)CCN1C(=O)NC(C)(C)C1=O
  A: -8.6%; B: nt; C: -9.9%; D: -0.8%; E: nt; F: -2.2; G: -9.7; H: -2.4%; I: nt; J: 3.3
23	COc1cccc(Oc2nccc(N(C)C)c2C#N)c1
  A: 11.4%; B: 0.1; C: 0.6%; D: 3.1%; E: -6.4%; F: -3.0; G: 19.1; H: 9.6%; I: -0.5%; J: -3.4

Two entries from above, with each value named:
[6] O=C(NCc1nc2ccccc2[nH]1)C1=C[C@H](c2ccc3c(c2)OCO3)C[C@H](OCc2ccc(CO)cc2)O1
  TCR activator = -1.6%	FBPA coupling cs = -0.7	BCR signal inh = -1.5%	Tb PFK inh = -0.7%	CXXC DNA block = -17.7%	KCNH2 WT inh = 21.2	Giardia killer = 1.1	A-T KAP1 phos = 5.4%	GALK inh = 2.6%	TSHR antagonist = 22.4
[7] O=C1CCC(C(=O)N2CCCC2)CN1Cc1cccc(C(F)(F)F)c1 (stereo not drawn)
  TCR activator = 3.5%	FBPA coupling cs = -3.1	BCR signal inh = 3.3%	Tb PFK inh = 0.7%	CXXC DNA block = 1.3%	KCNH2 WT inh = 1.4	Giardia killer = -1.1	A-T KAP1 phos = 4.7%	GALK inh = -2.2%	TSHR antagonist = -7.4

Among those listed so far, these contain a Cl atom.
Field names: A = TCR activator; B = FBPA coupling cs; C = BCR signal inh; D = Tb PFK inh; E = CXXC DNA block; F = KCNH2 WT inh; G = Giardia killer; H = A-T KAP1 phos; I = GALK inh; J = TSHR antagonist
8	CN1CCN(NC(=O)c2ccc(Cl)s2)CC1
  A: -1.7%; B: 3.8; C: 3.0%; D: 0.2%; E: 33.8%[activator]; F: -3.0; G: -8.8; H: 0.1%; I: 0.7%; J: -3.8
22	COc1ccc(Cl)cc1NC(=O)CCN1C(=O)NC(C)(C)C1=O
  A: -8.6%; B: nt; C: -9.9%; D: -0.8%; E: nt; F: -2.2; G: -9.7; H: -2.4%; I: nt; J: 3.3

Screening results as filed in PubChem.
